COUP-TFII inh: blocks human COUP-TFII nuclear receptor; P24468; HEK293T NGFI-A luciferase reporter, luminescence; inhibition, % at 8.6 µM; hit rate 0.7% among 370,000; AID 686940;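 active = inhibition above a per-plate cutoff, mean inhibition of test wells between control levels plus 3 SD, cut at about 38% in these data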;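 also: cells cotransfected with COUP-TFII expression vector driving the NGFI-A reporter; 0% = median of COUP-TF2 test wells and 100% = reporter-only cells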
Target sequence (P24468 whole entry, looked up): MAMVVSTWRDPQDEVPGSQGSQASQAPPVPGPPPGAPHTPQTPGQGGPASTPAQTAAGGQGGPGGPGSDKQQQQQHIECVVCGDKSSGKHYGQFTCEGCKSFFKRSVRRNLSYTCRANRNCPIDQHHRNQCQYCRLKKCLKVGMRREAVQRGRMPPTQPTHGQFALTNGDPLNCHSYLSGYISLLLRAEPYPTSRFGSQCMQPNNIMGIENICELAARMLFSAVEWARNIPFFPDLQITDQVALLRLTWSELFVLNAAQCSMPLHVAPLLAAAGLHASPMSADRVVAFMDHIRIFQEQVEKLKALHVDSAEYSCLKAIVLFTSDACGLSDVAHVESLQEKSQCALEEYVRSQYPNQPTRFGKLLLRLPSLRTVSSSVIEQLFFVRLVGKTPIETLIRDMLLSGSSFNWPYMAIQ
SRC1 inh: inhibits human SRC1 coactivator; Q15788; HEK293 GAL4-SRC1 luciferase reporter, luminescence; inhibition, % at 3.6 µM; hit rate 0.12% among 360,000;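 active = inhibition above the campaign mean plus 3 SD, with each screening campaign given its own cutoff, cut at about 60% in these data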;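 also: 0% = DMSO treated cells and 100% = gossypol at 36 µM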
LRH-1 inv ag: suppresses constitutive activity of human LRH-1; O00482; HEK293T StAR-luciferase reporter, LRH-1 transfected, 24 h; inhibition, % at 3.6 µM; hit rate 0.13% among 360,000;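 active = inhibition above the mean inhibition of all tested compounds plus 3 SD, cut at about 73% in these data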;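 also: 0% = DMSO wells and 100% = reporter-only cells lacking LRH-1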
Target sequence (O00482 whole entry, looked up): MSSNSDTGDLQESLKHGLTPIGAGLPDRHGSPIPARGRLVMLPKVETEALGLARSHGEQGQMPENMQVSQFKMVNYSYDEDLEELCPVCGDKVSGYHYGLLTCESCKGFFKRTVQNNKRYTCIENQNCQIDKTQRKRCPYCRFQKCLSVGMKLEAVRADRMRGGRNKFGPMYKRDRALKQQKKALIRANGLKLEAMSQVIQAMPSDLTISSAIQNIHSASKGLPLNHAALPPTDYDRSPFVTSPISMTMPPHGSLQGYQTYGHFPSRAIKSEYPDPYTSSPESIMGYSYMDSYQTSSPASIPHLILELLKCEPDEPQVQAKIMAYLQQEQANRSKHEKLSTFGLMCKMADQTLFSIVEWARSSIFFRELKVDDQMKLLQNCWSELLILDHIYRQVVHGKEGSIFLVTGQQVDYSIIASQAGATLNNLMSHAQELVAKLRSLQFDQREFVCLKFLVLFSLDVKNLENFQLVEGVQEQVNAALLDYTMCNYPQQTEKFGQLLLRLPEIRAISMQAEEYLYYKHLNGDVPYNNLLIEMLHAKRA
TWEAK Fn14 block: inhibitors of TWEAK-Fn14 interaction signaling | inhibition, % at 10 µM | TWEAK-stimulated Fn14 reporter cells, luciferase luminescence, 8 h | hit rate 2% among 360,000; in the data active = inhibition above about 50%
NCOA3 inh: inhibits human SRC3 coactivator. HEK293 GAL4-SRC3 luciferase reporter, luminescence. hit rate 0.17% among 360,000. Q9Y6Q9. inhibition, % at 3.6 µM;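 active = inhibition above a per-campaign cutoff, the mean of all compounds plus 3 SD, cut at about 60% in these data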;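 also: 0% = DMSO-treated cells and 100% = gossypol-treated cells at 36 µM; higher means less SRC3-driven luciferase light from the GAL4 reporter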
KKLEB tox: CF airway cell cytotoxicity counter-screen; KKLEB CF airway cells viability, ATPlite luminescence, overnight; stronger effect = lower value; cells stimulated with P. aeruginosa culture filtrate; activity change (cytotoxicity), % at 5 µM; hit rate 0.36% among 360,000;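 active = corrected activity change at or below -50% at 5 µM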
C8 TRAIL sens: sensitizes caspase-8 expressing cells to TRAIL; NB7+C8 cells + TRAIL, ATPlite viability luminescence; inhibition (viability loss, TRAIL sensitization), % at 10 µM; hit rate 1% among 360,000; AID 624354;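 active = compounds causing at least 50% loss of cell viability in the single-dose screen, relative to plate controls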
TROY NFkB inh: TROY signaling inhibition; hit rate 0.98% among 360,000; Q293 LMP1-TROYcd NF-kB luciferase reporter, 4 h; AID 1347056; inhibition, % at 10 µM;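 active = compounds whose plate-normalised and pattern-corrected inhibition of the luciferase reporter signal at the single screening dose is 50% or more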
NCOA2 inhibitor: human SRC2 (NCOA2) inhibition | HEK293 GAL4-SRC2 luciferase reporter, luminescence | inhibition, % at 9 µM | hit rate 0.17% among 370,000 | AID 651957;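 active = inhibition above the mean inhibition of all tested compounds plus 3 SD, set per campaign, cut at about 52% in these data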;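 also: 0% = DMSO treated cells and 100% = cells given Gossypol at 36 µM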
CF NFkB block: inhibitors of cystic fibrosis induced NF-kB; inhibition, % at 5 µM; AID 588850; KKLEB NF-kB-GFP reporter, PAF-induced, GFP fluorescence overnight; hit rate 0.86% among 360,000;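 active = at least 50% inhibition at 5 µM, scaled per plate between neutral and stimulator controls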;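 also: PAF is a Pseudomonas aeruginosa culture filtrate used as stimulus; plate controls were PAF-stimulated DMSO wells for no effect and unstimulated DMSO wells for full effect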
EBV LMP1 NFkB: inhibitors of Epstein-Barr LMP1-induced NF-kappaB reporter; AID 504558; hit rate 0.69% among 350,000; LMP1-induced NF-kappaB luciferase reporter cells, luminescence; inhibition, % at 12.5 µM; in the data active = inhibition above about 41%;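 also: 0% = neutral control wells and 100% = reference inhibitor control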
* = called active by the depositor; / = no result given. This is a random part of the collection; any-hit rate near 4.2%.

SMILES	COUP-TFII inh	SRC1 inh	LRH-1 inv ag	TWEAK Fn14 block	NCOA3 inh	KKLEB tox	C8 TRAIL sens	TROY NFkB inh	NCOA2 inhibitor	CF NFkB block	EBV LMP1 NFkB
CC1CN(Cc2nc3c(c(=O)n(C)c(=O)n3C)n2CCc2ccccc2)CC(C)O1 (stereo not drawn)	10	-2	7	-1	7	4	-2	-4	7	-9	2
O=C(/C=C/[C@H]1O[C@@H](n2cnc3c(NC(=O)c4ccccc4)ncnc32)[C@H](O)[C@@H]1O)NCc1ccc2c(c1)OCO2	-4	9	3	1	-7	-28	-5	3	-10	2	/
CCCCNC(=O)c1onc(CSc2ccc(Cl)cc2)c1C(=O)O	18	-22	-12	4	-5	11	-2	-3	-8	-4	-5
Cc1c(O)ccc(C(=O)COc2ccc(F)cc2)c1O	-35	-128	-134	-28	-82	-1	14	-44	-45	-5	7
CC(=O)Nc1nc2cccc([N+](=O)[O-])c2s1	3	-27	-2	15	-4	-2	-16	4	-22	-26	3
COc1ccc(-c2cc(CCCC(=O)NCCc3ccccc3)no2)cc1	-23	-62	-52	-12	-20	8	8	-32	-36	-9	-6
Cn1c(SCC(=O)Nc2ccc3cn[nH]c3c2)nnc1-c1cnccn1	-2	12	11	15	-9	0	-10	0	18	11	-5
Cc1ccccc1NC(=O)CCSc1nnnn1-c1ccccc1	-2	11	8	-8	17	-7	-13	15	-5	2	4
O=C(NCCN1CCN(C(=O)C(c2ccccc2)c2ccccc2)CC1)C(=O)Nc1ccccc1	-7	-9	-3	-3	-20	-1	17	-12	11	-4	11
CCc1[nH]nc2c1C(C1C=CCCC1)C(C#N)=C(N)O2 (stereo not drawn)	9	12	32	25	34	-14	13	-1	28	25	11
COc1ccc(Cl)cc1C(=O)NCCN1CCOCC1	-10	-27	10	12	4	9	-18	1	-7	-19	9
COc1ccc(-n2c(N)c(C(=O)NCc3ccco3)c3nc4ccccc4nc32)cc1	15	18	-9	66*	11	-12	2	30	24	25	4
COC(=O)c1ccccc1NC(=O)CN1CCN(Cc2ccccc2)CC1	2	9	1	6	-27	-13	-8	4	-22	15	1
CN(C(=O)c1cccc(S(=O)(=O)N2CCCC2)c1)C1CCCCC1	13	-9	-9	-1	2	12	-18	-15	-1	10	-3
CCCCCC(=O)N/N=C(\C)c1ccc(NC(=O)c2ccco2)cc1	-23	-102	-92	-3	-62	3	28	-17	-26	-18	-23
CC(=O)Nc1nc(COc2ccc3ccccc3c2)cs1	-26	-51	-65	20	-36	-19	5	-6	-28	-1	-30
CCOC(=O)Cc1cc(=O)c2c(=O)n(-c3ccccc3)[nH]c2[nH]1	-3	11	-15	5	23	1	-9	2	1	-9	-3
CCCCCCCNC(=O)C1CC(=O)N(C)C(=Nc2ccc(OC)cc2)S1 (stereo not drawn)	12	-9	14	6	1	-8	1	-16	14	4	21
Cc1cccc(NC(=O)C(C)Sc2ncnc3sccc23)c1 (stereo not drawn)	27	7	-1	16	10	1	-13	13	29	-30	3
CSc1nnc(CCCCCCCCc2nnc(SC)o2)o1	9	-5	5	1	9	-12	-3	14	10	-1	-7
CCOC(=O)C1CCCN(C(=O)c2csc(-c3ccc4c(c3)CCO4)n2)C1 (stereo not drawn)	10	-3	0	1	1	-9	0	9	1	6	5
OCC1(CCc2ccccc2)CCN(Cc2cccn2-c2cccnc2)CC1	16	-3	7	12	16	-13	-2	-15	-21	16	9
Clc1ccc(CO/N=C2\CCCc3nonc32)c(Cl)c1	3	2	3	-10	6	-1	-12	-26	-24	7	-2
C=CCNC(=O)c1onc(CSc2cccc(OC)c2)c1C(=O)NCC=C	12	3	-12	22	-14	11	-4	-5	-36	17	-7
N#Cc1c2n(c3c(=O)n(CC(=O)c4ccc(Br)cc4)cnc13)CCCC2	0	3	16	-9	-1	8	0	-4	-22	-5	16
O=C(Nc1ccccc1C(=O)NCCc1ccc(O)cc1)c1ccco1	4	-25	23	12	-4	2	11	9	0	-11	-3
O=C(NCc1cccs1)C(=O)c1cn(CC(=O)N2CCOCC2)c2ccccc12	9	0	20	-7	4	-9	-10	-16	-6	12	-4
O=[N+]([O-])c1cc([N+](=O)[O-])c(N2CCCCCC2)cc1NCCO	10	-16	30	-9	12	-10	3	-1	-2	9	-9
COc1ncnc2c1ncn2CCCN1CCN(Cc2ccc(C)cc2)CC1	8	-39	-5	23	-18	1	-4	0	10	2	5
COc1ccc(N2CCN(S(=O)(=O)c3cccc4nsnc34)CC2)cc1	1	1	-19	10	14	0	-13	3	4	7	5
O=C(c1ccccc1)N(Cc1cccc(Br)c1)C1CCS(=O)(=O)C1 (stereo not drawn)	20	-8	-4	-1	19	-6	-1	6	-21	9	5
O=C(NCc1nnc(SCC(=O)N2CCCCC2)o1)c1ccc(F)cc1	10	4	-1	7	15	-12	-13	25	-3	-3	-1
Cc1ccc(C(=O)CSc2nc(C)cc(SCc3nnc(-c4ccccc4)o3)n2)cc1	-7	6	8	-18	-3	-6	-2	10	4	32	-3
O=C(NCCCn1ccnc1)C(=O)NCC1OCCCN1S(=O)(=O)c1ccc(Cl)cc1 (stereo not drawn)	5	-44	6	2	18	4	4	-6	12	-6	-9
COc1cccc(OC)c1C(=O)Nc1cccc(C(C)=O)c1	11	8	3	-5	-13	9	-11	-30	6	-7	-4
O=C(CCCCCNC(=O)c1ccccc1)N/N=C/c1ccc(O)cc1O	-8	1	-19	-18	-3	5	-3	-8	-15	0	6
NC(=O)c1c(NC(=O)C(=O)N2CCOCC2)sc2c1CCC2	-13	-2	-5	4	-8	-7	-18	2	-17	4	-4
COc1ccc(Cl)cc1NC(=O)c1noc2c1CCCC2	4	-37	14	-1	-10	10	-2	-28	-33	-17	-8
Cc1ccccc1OCC(=O)Nc1ccncc1	14	-9	15	10	6	-11	-2	7	-18	1	-7
Cc1ccc(C(=O)CCC(=O)Nc2cccc(C(F)(F)F)c2)cc1	-6	11	-8	-14	17	1	-2	5	-9	-8	-6
COc1cc(CNCc2ccccn2)ccc1OCc1ccc(Cl)cc1	-16	-18	5	-4	-4	11	2	-5	-32	-6	0
CC(=NNC1=NCCN1)c1cn(C2=NCCN2)nc1C	-2	2	6	-4	12	1	-1	1	-9	-15	/
COc1cc2c(cc1OC)CN(S(=O)(=O)c1cccc(F)c1)CC2	12	-7	-11	-5	3	6	-15	-6	14	-12	8
COc1cccc(NC(=O)CSc2nccn2-c2cccc(OC)c2)c1	10	-2	-10	-11	16	17	-8	6	-10	6	-1
CCOC(=O)c1c(C)[nH]c(C)c1C(=O)CSc1ncccn1	/	10	-3	-3	-4	8	5	0	/	-4	-17

Shown bar-delimited: 3 of the compounds above.
compound | COUP-TFII inh | SRC1 inh | LRH-1 inv ag | TWEAK Fn14 block | NCOA3 inh | KKLEB tox | C8 TRAIL sens | TROY NFkB inh | NCOA2 inhibitor | CF NFkB block | EBV LMP1 NFkB
COc1ccc(N2CCN(S(=O)(=O)c3cccc4nsnc34)CC2)cc1 | 1 | 1 | -19 | 10 | 14 | 0 | -13 | 3 | 4 | 7 | 5
O=C(c1ccccc1)N(Cc1cccc(Br)c1)C1CCS(=O)(=O)C1 (stereo not drawn) | 20 | -8 | -4 | -1 | 19 | -6 | -1 | 6 | -21 | 9 | 5
O=C(NCc1nnc(SCC(=O)N2CCCCC2)o1)c1ccc(F)cc1 | 10 | 4 | -1 | 7 | 15 | -12 | -13 | 25 | -3 | -3 | -1

Remaining list, next part.
SMILES	COUP-TFII inh	SRC1 inh	LRH-1 inv ag	TWEAK Fn14 block	NCOA3 inh	KKLEB tox	C8 TRAIL sens	TROY NFkB inh	NCOA2 inhibitor	CF NFkB block	EBV LMP1 NFkB
C=CCOc1ccccc1CN1CCCN(C)CC1	-29	-3	7	-7	1	7	3	-5	22	-4	5
CCCCCCN1C[C@@H](O)[C@H](n2cc(C3CC3)nn2)C[C@@H]1c1ccc(OC)cc1	15	-3	15	9	-16	0	-7	-9	6	14	-2
COc1ccc(OC)c(Nc2nc(-c3cccs3)cs2)c1	-2	-21	9	4	-24	1	21	-9	-10	-12	-31
Cc1cccc(NC(=O)c2ccc(Cl)c(S(=O)(=O)N3CCCCCC3)c2)n1	2	-1	-6	10	-8	-11	-9	24	5	-1	0
Cc1cccc(NC(=O)c2ccccc2NC(=O)C(C)(C)C)n1	0	-4	9	-29	19	7	-6	3	-2	4	-4
CCCCCN1C2=NCCN2c2ccccc21	-1	9	9	-37	-8	-1	-2	-3	-17	4	3
CNC(=S)N1N=C(c2ccc(C)cc2)CC1c1cc(OC)ccc1OC (stereo not drawn)	15	5	7	3	13	-14	-29	22	-12	-8	-10
CC(OC(=O)CCC(=O)c1ccc(F)cc1)C(=O)NC1CCCCC1C (stereo not drawn)	-4	17	4	-3	7	11	4	6	-21	12	-9
CCOC(=O)C1CC(=O)c2cc(OC)c(OC)cc2C1 (stereo not drawn)	6	14	4	12	-10	-20	-12	-8	21	1	0
Cc1ccccc1CSc1nn2c(=O)c(C)nnc2s1	5	-2	11	16	16	-2	-16	-16	0	-15	8
O=C(CCCn1c(=O)oc2ccccc21)Nc1cccnc1	17	4	-3	-4	22	-4	-3	2	6	8	-8
COc1cc(OC)c2ccc(=O)oc2c1C(CCN1CCCC1)c1ccc2c(c1)OCO2 (stereo not drawn)	14	-5	-7	-7	-8	-18	6	17	-17	22	1
Cc1ccc(OCC(=O)NC2CCCC(C)C2C)c([N+](=O)[O-])n1 (stereo not drawn)	-10	-21	3	-14	15	-9	-1	-13	-18	23	4
Nc1nonc1C(=O)N/N=C/c1cc2c(cc1Br)OCO2	-5	-9	12	-27	7	-4	-4	-2	-34	22	3
CCC(NC(=O)c1cc(COc2ccc(Cl)cc2OC)on1)c1ccncc1 (stereo not drawn)	-31	-74	-2	-6	-90	-24	8	-31	-39	-14	-29
Cc1ccc(CN2CCN(Cc3ccc4cc(F)ccc4n3)CC2CCO)o1 (stereo not drawn)	-1	-6	4	5	10	-19	-25	-1	-21	14	6
COc1cc(NC(=O)c2cccc3c2C(=O)N(C2CCCCC2)C3)cc(OC)c1OC	-9	20	18	3	18	-12	21	6	32	19	10
S=c1[nH]nc(-c2ccc(Br)o2)n1Cc1ccccc1	/	-19	-4	-24	11	2	6	0	/	9	-20
CCS(=O)(=O)Nc1ccc(Cc2ccncc2)cc1	9	-16	-10	-4	-2	10	-20	17	-7	2	-2
O=S1(=O)NC(c2ccccc2)CC(CC2CCCCC2)O1 (stereo not drawn)	-10	2	0	-2	-2	6	-4	11	3	16	7
Cc1ccc(S(=O)(=O)CC(=O)Nc2sc(C)c(C)c2C(N)=O)cc1	1	-18	-1	5	9	12	10	-29	14	0	1
CCCCCNS(=O)(=O)c1cc(C)ccc1OC	15	-1	-8	-9	-3	8	-17	5	22	4	-2
O=C(NCc1ccc2c(c1)OCO2)C(=O)NC1CCCCC1	-5	1	-3	-6	2	7	-6	-5	20	-7	3
CCc1nnc(NC(=O)c2ccc3c(c2)C(=O)N(C(C)(C)C)C3=O)s1	-4	-38	-39	-10	-20	8	38	-54	-34	14	-13
ONC(=Nc1ccccc1Cl)c1ccccc1Cl	-3	-11	-2	-5	-2	5	-3	9	-16	14	-3
O=C1OC(c2ccc(O)cc2)(c2ccc(O)cc2)c2ccccc21	9	-7	16	17	-14	-15	0	24	-8	17	11
O=C(Cn1c(=O)c2cccn2c2ccccc21)NCCCN1CCCCC1	-2	0	-12	-2	-1	0	-16	-8	-18	11	-1
